ADAM17 inh – inhibitors of human ADAM17. AID 720648. P78536. recombinant ADAM17, EDANS/DABCYL FRET peptide cleavage. inhibition, % at 6.95 µM. 370,000 tested, 0.83% active;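 active = inhibition above the mean of compounds lying between control limits plus 3 SD, set per campaign, cut at about 8.5% in these data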;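 also: 0% = DMSO-only wells as the low control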
TDP2 inh – blocks human TDP2 phosphodiesterase activity. inhibition, % at 12.8 µM. O95551. AID 720702. 370,000 tested, 0.34% active. recombinant TDP2, T5PNP hydrolysis, p-nitrophenol absorbance 415 nm;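 active = inhibition above the mean of all tested compounds plus 3 SD, set per campaign, cut at about 25% in these data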;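 also: 0% = DMSO with enzyme and 100% = buffer with substrate but no TDP2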
Target sequence (O95551 whole entry, looked up): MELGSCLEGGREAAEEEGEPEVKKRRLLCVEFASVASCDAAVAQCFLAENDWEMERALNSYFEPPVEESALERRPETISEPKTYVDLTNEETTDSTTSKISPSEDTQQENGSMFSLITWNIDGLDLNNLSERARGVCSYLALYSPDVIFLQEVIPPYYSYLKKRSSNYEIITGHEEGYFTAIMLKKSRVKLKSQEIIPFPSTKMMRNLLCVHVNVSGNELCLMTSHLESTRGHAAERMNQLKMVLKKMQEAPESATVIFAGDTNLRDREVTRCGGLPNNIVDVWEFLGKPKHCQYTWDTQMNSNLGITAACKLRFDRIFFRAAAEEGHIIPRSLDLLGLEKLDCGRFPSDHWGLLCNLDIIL
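System: recombinant human TDP2 / Amount: 120 nM TDP2 per well / Also added: 5 mM T5PNP chromogenic substrate / Doses: 12.8 µM single point, 1% DMSO / Incubation: 2 h at 37 °C / Detection: p-Nitrophenol epi absorbance / Evaluation: % inhibition relative to enzyme-containing and enzyme-free wells / Repeats: singlicate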
ASAP1 inh – inhibitors of human ASAP1 ArfGAP activity; Q9ULH1; ASAP1-stimulated ARF1 GTP hydrolysis, GDP FP detection; inhibition, % at 16.5 µM; 360,000 tested, 0.19% active; AID 624377; in the data active = inhibition above about 25%;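 also: 0% = vehicle with enzyme and substrate and 100% = no enzyme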
Target sequence (Q9ULH1 325-724 limits assumed): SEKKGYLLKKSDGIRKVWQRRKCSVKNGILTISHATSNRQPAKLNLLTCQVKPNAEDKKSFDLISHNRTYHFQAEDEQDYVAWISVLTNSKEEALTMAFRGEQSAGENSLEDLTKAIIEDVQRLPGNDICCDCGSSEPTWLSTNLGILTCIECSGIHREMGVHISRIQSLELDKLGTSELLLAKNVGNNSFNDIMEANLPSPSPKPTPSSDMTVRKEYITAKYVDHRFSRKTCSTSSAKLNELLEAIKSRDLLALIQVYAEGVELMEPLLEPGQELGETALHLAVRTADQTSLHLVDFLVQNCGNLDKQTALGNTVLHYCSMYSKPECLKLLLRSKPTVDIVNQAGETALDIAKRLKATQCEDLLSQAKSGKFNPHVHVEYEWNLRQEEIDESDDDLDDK
Tn7 DDE FP – DD(E)-Tn7 binding inhibition, primary FP screen | inhibition, % at 8.3 µM | AID 720508 | 370,000 tested, 0.13% active | FP displacement of FITC-Tn7 peptide from fibrin DD(E); 0% = median of compound wells per plate | P02675;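 active = inhibition above the mean of compounds falling within the control limits plus 3 SD of them, cut at about 14% in these data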;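 also: 0% = plate median of compound wells and 100% = 10 µM Aha-Tn7 peptide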
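Assay system: Human clot-derived fibrin DD(E) complex | Buffer or medium: Tris/NaCl/CaCl2 buffer, pH 7.8 | Repeats: One replicate per compound | Benchmarks: Aha-Tn7 high control | Measure: % inhibition scaled between sample-field median and high-control FP | Schedule: 10 min plus 3 h, room temperature | Signal: Fluorescence polarization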
Tn6 DDE FP – inhibitors of Tn6 peptide binding to human fibrin DD(E) | Fibrin DD(E) TRITC-Tn6 fluorescence polarization displacement | inhibition, % at 8.3 µM | 370,000 tested, 0.21% active;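 active = inhibition above a per-campaign cutoff: mean of compounds within control limits plus 3 SD, cut at about 15% in these data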;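 also: 0% = median of all compound wells on the plate and 100% = blocking peptide control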
ADAM10 inh – ADAM10 inhibition, QFRET primary screen. recombinant ADAM10, EDANS/DABCYL FRET peptide cleavage, 3 h. 370,000 tested, 0.62% active. O14672. AID 720582. inhibition, % at 7 µM;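 active = inhibition above a per-campaign cutoff equal to the mean of compounds falling between control-based bounds plus 3 SD, cut at about 20% in these data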;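 also: 0% = DMSO wells while the 100% control is not disclosed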
LEDGF integ inh – blocks HIV-1 LEDGF/p75-dependent DNA integration; TR-FRET IN-LEDGF/p75 DNA integration, Eu/Cy5; 370,000 tested, 0.64% active; inhibition, % at 3.7 µM; AID 743269;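 active = inhibition above the screen-wide mean plus 3 SD, cut at about 13% in these data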;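 also: signal is the Cy5 over europium emission ratio at 671 and 618 nm; 0% = plate median of compound wells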
PLCg1 inh – inhibitors of human phospholipase C gamma1; inhibition, % at 12.2 µM; 370,000 tested, 0.84% active; AID 720700; purified PLC-gamma1, fluorogenic substrate, fluorescence; P19174; in the data active = inhibition above about 9.5%
ARFGAP1 inh – inhibits rat ARF GTPase activating protein 1. AID 651572. Q62848. 360,000 tested, 0.26% active. Arfgap1-stimulated ARF1 GTP hydrolysis, GDP FP detection. inhibition, % at 16.5 µM;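 active = inhibition above a per-plate limit, mean inhibition of low control wells plus 3 SD, cut at about 25% in these data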;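 also: 0% = DMSO wells with enzyme and 100% = wells lacking Arfgap1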
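Material: rat Arfgap1 GAP domain (His6, aa 1-136), purified enzyme. Also added: human ARF1(Δ1-17)-GTP substrate. Compound dosing: 16.5 µM single point, 1.26% DMSO. Timing: enzyme reaction 120 min at 25 °C after 20 min preincubation. Signal: GDP detection by fluorescence polarization. Read-out basis: percent inhibition of GAP-stimulated GDP formation, scaled between DMSO and no-Arfgap1 medians.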
proKLK7 act – activates the human kallikrein-7 zymogen. purified proKLK7, EDANS-DABCYL substrate fluorescence; 100% is mature enzyme control, 0% vehicle. activation, % at 7 µM. AID 652039. 370,000 tested, 0.9% active;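 active = activation above the mean of all tested compounds plus 3 SD, computed per campaign excluding outliers beyond control limits, cut at about 13% in these data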
Target sequence (P49862 whole entry, looked up): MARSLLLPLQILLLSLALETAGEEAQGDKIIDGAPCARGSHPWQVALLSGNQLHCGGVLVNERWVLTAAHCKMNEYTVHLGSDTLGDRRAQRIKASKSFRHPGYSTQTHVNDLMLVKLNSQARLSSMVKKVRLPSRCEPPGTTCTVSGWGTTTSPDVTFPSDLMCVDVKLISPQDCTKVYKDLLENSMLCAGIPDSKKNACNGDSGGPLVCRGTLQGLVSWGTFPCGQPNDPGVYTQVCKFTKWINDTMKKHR
The depositor's hits bear a star; i = inactive; . = no result given.

The line under a structure holds: ADAM17 inh	TDP2 inh	ASAP1 inh	Tn7 DDE FP	Tn6 DDE FP	ADAM10 inh	LEDGF integ inh	PLCg1 inh	ARFGAP1 inh	proKLK7 act
> CC1CCC/C(=N\NC(=S)NCc2ccccc2)C1 (stereo not drawn)
  1	-4	6	3	1	4	2	8	13	-0.5
> CC(C)CC1C(=O)N(Cc2cn(CC3CCCCC3)nn2)CCS(=O)(=O)N1Cc1ccc(-c2ccc(Cl)cc2)cc1 (stereo not drawn)
  0	-5	11	3	1	0	-1	2	2	0.2
> COc1cc(C)c(S(=O)(=O)Nc2ccc(CC(=O)O)cc2)cc1C
  -2	2	10	-3	-5	2	2	1	6	0.6
> CCCCCc1ccc(OCCCC[n+]2ccc(C)cc2)c(CCCCC)c1
  0	-19	-7	-3	2	-6	3	6	-2	0.0
> NC(N)=Nc1cc2ccccc2c2ccccc12
  -7	17	5	-5	3	-25	-2	-5	10	-0.4
> O=C1CCCC2=C1C(c1ccccc1)NC(=S)N2 (stereo not drawn)
  2	-7	-10	5	2	5	0	4	11	-0.6
> CC(CCc1ccccc1)NC(=O)CC(C)c1ccccc1 (stereo not drawn)
  2	-15	14	-1	-7	16	4	5	-6	0.6
> Cc1ccc(/C=C/c2nc3sc(C(=O)O)c(C)c3c(=O)[nH]2)cc1[N+](=O)[O-]
  -2	-13	10	-4	-9	2	-6	-6	0	-0.6
> CC(=O)c1ccc(S(=O)(=O)NCC(=O)Nc2nc3ccccc3[nH]2)cc1
  -6	-6	-2	6	-7	-7	-2	-8	10	0.3
> O=C(NC(=S)Nc1ncccn1)c1ccccc1Cl
  -1	9	-6	8	1	-4	3	5	-2	1.0
> CN(CC(=O)Nc1ccc(Cl)c(C(F)(F)F)c1)C(=O)C1(c2ccccc2)CC1
  8	-8	-12	-5	0	17	-1	6	-6	0.5
> CC(=O)N/C(=C\c1ccccc1)C(=O)OCC(=O)Nc1ccc(C)c(S(=O)(=O)N(C)C)c1
  0	-3	-5	2	13	2	-1	-3	-14	0.5
> CCNC(=O)C1(C)CCN(C(=O)c2cccc(C(F)(F)F)c2)C1 (stereo not drawn)
  -4	2	-8	-4	3	-11	-5	-1	1	0.7
> COc1ccc(-c2cc(CCCC(=O)NCc3ccccn3)no2)cc1
  -2	2	4	2	3	-7	-2	0	-2	-0.6
> CCn1c(=O)n(CC(=O)N2CCN(c3ccc(F)cc3)CC2)c(=O)c2ccccc21
  0	-1	.	3	1	-1	0	-3	.	0.0
> Oc1ccc(Cc2ccccc2)c2cccnc12
  -2	7	10	3	7	-6	5	-11	0	1.2
> CS(=O)(=O)N(CC(=O)N1CCCC1)Cc1ccc(Cl)c(Cl)c1
  1	6	0	1	-3	-2	1	1	3	-0.4
> OCc1cn(-c2ccccc2)nc1-c1cc2ccccc2o1
  -12	-12	11	3	-12	-27	1	2	14	1.1
> CCc1c(-c2ccc(Br)cc2)ncn1CCc1ccccc1OC
  3	-2	-3	-4	1	8	-1	1	-7	-0.1
> NS(=O)(=O)c1ccc(CCNC(=O)C2CC(=O)N(Cc3ccccc3Cl)C2)cc1 (stereo not drawn)
  -6	5	1	2	-1	-6	0	2	8	0.2
> CC(Nc1ccc(Br)cc1)C(=O)Nc1cccc(S(=O)(=O)N2CCOCC2)c1 (stereo not drawn)
  4	3	-8	1	-9	10	3	1	6	0.8
> COc1ccc(OC)c(S(=O)(=O)Nc2cccc(-c3ccc4nncn4n3)c2)c1
  0	-6	1	-8	-1	-8	-2	-1	-2	0.4
> CN1CCC(C)(C(=O)Nc2cccc3c2CCCC3)C1 (stereo not drawn)
  -1	6	-20	-1	0	-13	-5	4	4	0.3
> CCOc1cc(C2C(C#N)=C(N)Oc3n[nH]c(-c4ccncc4)c32)cc([N+](=O)[O-])c1O (stereo not drawn)
  -1	8	-9	2	2	-5	-8	-1	3	0.6
> O=C(Nc1ccccc1)Nc1c(-c2ccc(F)cc2)nc2ncccn12
  -80	14	.	-2	0	-301	4	-344	.	12
> CCN(CC)C(=O)c1ccc(C)c(Br)c1
  -1	1	-2	4	-3	4	-4	1	2	0.0
> CC1(C(=O)N(CC(=O)NC2CCCC2)Cc2ccccc2)CC(=O)N=C2C=CC=CN21 (stereo not drawn)
  -331	-1	4	-1	0	i	3	-112	7	3.7
> Cc1ccc(S(=O)(=O)NCC(=O)OCc2nnc(-c3ccccc3)o2)cc1
  2	12	0	3	2	1	0	-1	-12	-0.7
> COCCN1C=C(C(=O)OC)C(c2ccc(OC)c(OC)c2)C(C(=O)OC)=C1
  -105	5	3	9	14	-287	-1	-139	2	2.6
> Cc1ccc(C)c(/C=N/Nc2nc3ccccc3c(=O)n2O)c1
  -40	6	9	3	1	-97	-2	-38	0	-1.5
> CCN(CC)CCCNc1nc(N)c([N+](=O)[O-])c(NCCO)n1
  0	1	3	7	-9	-2	-5	2	10	0.1
> O=C(CCc1nc2ccccc2[nH]1)Nc1ccc(F)cc1
  -6	8	-8	3	6	-3	-3	-3	7	0.1
> CC(OC(=O)C1=COCCO1)C(=O)NC(C)c1ccc(Cl)cc1Cl (stereo not drawn)
  -2	2	1	-9	0	-5	-2	0	0	-0.7
> Cc1ccc(CN2CCN(/N=C/c3ccc(C(=O)O)cc3)CC2)c(C)c1
  -1	-7	12	-4	-11	-6	1	4	8	-0.4
> O=C(c1cc(C2CC2)on1)N1CCN(c2ccccc2)CC1
  2	5	-19	-1	8	-6	0	5	-5	-0.1
> CCN(CC(=O)Nc1c(F)cccc1F)C(=O)CSC(=S)N1CCCC1
  -1	-7	-15	4	0	-22	-4	-22	-8	0.7
> Cc1ccc(S(=O)(=O)NCCC(=O)NCCc2ccc(S(N)(=O)=O)cc2)cc1C
  -3	-4	-3	2	3	-3	-3	-3	5	0.2
> COc1ccc(C2=NOC(C)(c3nnc(Cc4ccccc4)o3)C2)cc1 (stereo not drawn)
  1	-1	-7	1	4	-1	-2	-1	-4	-0.3
> COCCNc1nc(Oc2ccc(CC(=O)OC)cc2)c2sc(-c3ccccc3)cc2n1
  0	7	7	-1	-1	-10	-1	0	6	-0.7
> O=C1NCC2=C1C(c1ccc(Br)cc1)Nc1ccccc1N2 (stereo not drawn)
  3	-5	-6	1	2	-8	1	-24	11	-1.7
> Cc1cccc(CSc2nc3c(c(-c4cccs4)c2C#N)CN(C)CC3)c1
  -1	2	0	-4	-2	2	0	-12	-13	-0.4
> Cc1cccc(NC(=O)CSc2nc3ccccc3nc2N2CCCC2)c1
  -12	-2	2	-4	7	-47	5	-31	9	-2.2
> O=C(CCC(=O)N1CCOc2ccccc21)Nc1cc(F)ccc1F
  -1	3	-1	9	5	-11	0	-1	4	-0.6
> Cc1cccc(CSc2nc3c(c(=O)[nH]2)CCC3)c1
  -3	4	-3	3	0	-7	-1	-2	0	-0.4
> COC(=O)[C@H](C)NC(=O)[C@H](CC(C)C)NC(=O)OC(C)(C)C
  -2	4	.	3	6	0	-1	2	.	-0.4

Eleven compounds already listed, sorted by formula weight, rising:
The line under a structure holds: ADAM17 inh	TDP2 inh	ASAP1 inh	Tn7 DDE FP	Tn6 DDE FP	ADAM10 inh	LEDGF integ inh	PLCg1 inh	ARFGAP1 inh	proKLK7 act
> Cc1cccc(CSc2nc3c(c(=O)[nH]2)CCC3)c1
  -3	4	-3	3	0	-7	-1	-2	0	-0.4
> O=C(CCc1nc2ccccc2[nH]1)Nc1ccc(F)cc1
  -6	8	-8	3	6	-3	-3	-3	7	0.1
> O=C(c1cc(C2CC2)on1)N1CCN(c2ccccc2)CC1
  2	5	-19	-1	8	-6	0	5	-5	-0.1
> CCN(CC)CCCNc1nc(N)c([N+](=O)[O-])c(NCCO)n1
  0	1	3	7	-9	-2	-5	2	10	0.1
> O=C(CCC(=O)N1CCOc2ccccc21)Nc1cc(F)ccc1F
  -1	3	-1	9	5	-11	0	-1	4	-0.6
> COc1ccc(C2=NOC(C)(c3nnc(Cc4ccccc4)o3)C2)cc1 (stereo not drawn)
  1	-1	-7	1	4	-1	-2	-1	-4	-0.3
> Cc1ccc(CN2CCN(/N=C/c3ccc(C(=O)O)cc3)CC2)c(C)c1
  -1	-7	12	-4	-11	-6	1	4	8	-0.4
> O=C1NCC2=C1C(c1ccc(Br)cc1)Nc1ccccc1N2 (stereo not drawn)
  3	-5	-6	1	2	-8	1	-24	11	-1.7
> Cc1cccc(NC(=O)CSc2nc3ccccc3nc2N2CCCC2)c1
  -12	-2	2	-4	7	-47	5	-31	9	-2.2
> CCN(CC(=O)Nc1c(F)cccc1F)C(=O)CSC(=S)N1CCCC1
  -1	-7	-15	4	0	-22	-4	-22	-8	0.7
> COCCNc1nc(Oc2ccc(CC(=O)OC)cc2)c2sc(-c3ccccc3)cc2n1
  0	7	7	-1	-1	-10	-1	0	6	-0.7

Remaining list, next part
The line under a structure holds: ADAM17 inh	TDP2 inh	ASAP1 inh	Tn7 DDE FP	Tn6 DDE FP	ADAM10 inh	LEDGF integ inh	PLCg1 inh	ARFGAP1 inh	proKLK7 act
> CCN(C(=O)CCc1ccccc1)C1CCCCC1
  -7	9	-17	4	1	-6	-3	0	-3	0.1
> N#CCSc1nnc(Nc2ccccc2)s1
  -2	9	1	-3	8	4	-1	1	16	0.0
> COC(CNC(=O)[C@H](Cc1ccccc1)NC1(C(=O)NC2CCCCC2)CCCCC1)OC
  -1	-2	.	-4	4	5	3	0	.	.
> Cc1ccccc1N/C(=N/S(=O)(=O)c1ccccc1)c1ccc(F)cc1
  0	-19	-8	-2	3	7	8	9	-6	-0.3
> CCCOc1ccc(/C=N/NC(=O)CN2CCCCC2)cc1
  -5	10	0	2	-6	-5	0	3	-5	0.1
> COC(=O)c1cc(OC)c(OC)cc1NC(=O)Nc1ccc(OC)cc1
  -2	-2	5	-2	-4	-12	1	0	6	1.1
> CC1CC(=O)C2=C(C1)Nc1ncnn1C2c1ccccc1 (stereo not drawn)
  -1	-1	-1	-1	-1	-2	3	-2	-8	-0.2
